M5 PAM – human M5 muscarinic receptor positive allosteric modulators, primary screen, CHO-K1 cells, Fluo-8 calcium fluorescence; Muscarinic acetylcholine receptor M5 (Homo sapiens), P08912; AID 624038, 2012; activation, % at 3 µM; CHO-K1 hM5, ACh EC20 PAM; 0% = ACh EC20, 100% = ACh EC100; actives 0.3% (n = 360,000);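 active = activation above the run cutoff, the mean activation of all test compounds plus 3 SD, cut at about 18% in these data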
Target sequence (P08912 whole entry, looked up): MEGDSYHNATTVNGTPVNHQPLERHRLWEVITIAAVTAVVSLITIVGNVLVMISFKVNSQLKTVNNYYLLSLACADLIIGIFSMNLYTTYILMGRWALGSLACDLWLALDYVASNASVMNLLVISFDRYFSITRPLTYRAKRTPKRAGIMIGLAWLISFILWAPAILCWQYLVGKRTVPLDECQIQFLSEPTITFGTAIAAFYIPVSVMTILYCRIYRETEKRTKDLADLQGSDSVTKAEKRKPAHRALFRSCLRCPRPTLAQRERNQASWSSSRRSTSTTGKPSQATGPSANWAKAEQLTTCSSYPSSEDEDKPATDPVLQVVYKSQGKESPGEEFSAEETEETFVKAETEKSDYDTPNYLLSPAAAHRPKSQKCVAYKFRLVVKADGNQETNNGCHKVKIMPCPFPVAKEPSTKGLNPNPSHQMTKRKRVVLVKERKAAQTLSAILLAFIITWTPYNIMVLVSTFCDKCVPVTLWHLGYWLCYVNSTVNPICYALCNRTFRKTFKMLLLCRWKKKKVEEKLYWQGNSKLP
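Measured by: Fluo-8 calcium fluorescence; material: human M5 receptor in CHO-K1 cells; schedule: Post-acetylcholine fluorescence recording 140 s; benchmarks: low control EC20 acetylcholine (0%), high control EC100 acetylcholine (100%); read-out: Max/basal fluorescence ratio as % of EC20–EC100 ACh window; compound: single dose, 3 µM nominal final test concentration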
CRFBP-R2 block – antagonists of CRF-BP/CRF-R2 complex, primary screen, cell-based, HEK293, calcium dye fluorescence, uHTS; CRF-induced calcium fluorescence; inhibition, % at 11.8 µM; actives 0.59% (n = 350,000); AID 588475, 2011;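 active = inhibition of the ligand-induced calcium signal above about 50% at the single tested concentration, limit read from the data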
CHRM4 PAM – human M4 muscarinic receptor positive allosteric modulators, primary screen, CHO-K1 cells, Fluo-8 calcium fluorescence | Muscarinic acetylcholine receptor M4 (Homo sapiens), P08173 | CHO-K1 hM4/Gqi5, ACh EC20; 0% = ACh EC20, 100% = maximal ACh | activation, % at 3 µM | actives 0.4% (n = 360,000) | AID 624126, 2012;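 active = activation above its plate's cutoff, the mean activation of sample wells plus 3 SD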; also: some results filed as inactive read as strong as hits
Target sequence (P08173 whole entry, looked up): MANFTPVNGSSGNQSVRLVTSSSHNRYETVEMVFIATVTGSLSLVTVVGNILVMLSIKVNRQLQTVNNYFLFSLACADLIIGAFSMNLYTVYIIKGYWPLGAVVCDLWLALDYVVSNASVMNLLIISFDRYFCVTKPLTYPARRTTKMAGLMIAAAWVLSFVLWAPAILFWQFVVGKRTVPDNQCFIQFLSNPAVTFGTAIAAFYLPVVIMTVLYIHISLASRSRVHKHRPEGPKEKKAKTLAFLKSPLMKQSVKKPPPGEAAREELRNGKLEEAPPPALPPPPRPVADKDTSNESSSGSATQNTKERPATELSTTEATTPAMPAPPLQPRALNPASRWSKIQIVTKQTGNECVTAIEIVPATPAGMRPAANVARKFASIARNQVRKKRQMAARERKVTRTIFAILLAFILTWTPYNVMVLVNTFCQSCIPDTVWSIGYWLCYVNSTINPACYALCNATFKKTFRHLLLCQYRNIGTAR
IDE inh – human IDE inhibitors in live cells, primary screen, fluorescence polarization, HEK cells, FAbetaB substrate | inhibition, % at 5.59 µM | AID 434962, 2010 | Insulin-degrading enzyme (Homo sapiens), P14735 | actives 0.41% (n = 320,000) | FAbetaB cleavage;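 active = percent inhibition above the average of all tested compounds plus 3 SD, set per screening campaign, cut at about 16% in these data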;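 also: IDE supplied by intact live HEK cells; FP after avidin binding of uncleaved biotin substrate so inhibition keeps polarization high; 0% = DMSO wells and 100% = 60 µM reference IDE inhibitor Ii1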
M5 ag – human M5 muscarinic receptor agonists, primary screen, CHO-K1 cells, Fluo-8 calcium fluorescence; CHO-K1 hM5 cells; 0% DMSO wells, 100% maximal acetylcholine response; activation, % at 3 µM; actives 0.19% (n = 360,000);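 active = activation above the run's mean over test compounds plus 3 SD, cut at about 23% in these data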;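 also: signal is peak over basal fluorescence ratio across the kinetic read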
CRFR2-BP ag – agonists of CRF-BP/CRF-R2 complex, primary screen, cell-based, HEK293, calcium dye fluorescence, uHTS; actives 0.46% (n = 350,000); activation, % at 13.2 µM; CRF-binding protein / CRF receptor 2 complex (human); calcium dye fluorescence (FLIPR); percent of saturating CRF peptide response;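 active = activation of at least 50%, plus an integration ratio under a set limit after plate pattern correction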;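 also: plate controls were neutral control wells without compound for no effect and CRF at EC100 for full effect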
CHRM5 antagonist – human M5 muscarinic receptor antagonists, primary screen, CHO cells, Fluo-8 calcium fluorescence | inhibition, % at 3 µM | CHO-hM5 cells, ACh EC80 | actives 0.59% (n = 360,000) | AID 624040, 2012;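 active = inhibition above a per-plate cutoff, the mean of that plate's test compounds plus 3 SD, cut at about 27% in these data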;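 also: 0% = acetylcholine EC80 with DMSO and 100% = DMSO without agonist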
CHRM4 agonist – human M4 muscarinic receptor agonists, primary screen, CHO-K1 cells, Fluo-8 calcium fluorescence; Muscarinic acetylcholine receptor M4 (Homo sapiens), P08173; CHO-K1 hM4/Gqi5; vehicle 0%, full acetylcholine response 100%; activation, % at 3 µM; actives 0.14% (n = 360,000);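 active = activation above the run mean over all test wells plus 3 SD, cut at about 32% in these data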;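 also: peak over basal fluorescence ratio per well then scaled between controls; 0% = DMSO wells and 100% = acetylcholine at EC100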
M4 antag – human M4 muscarinic receptor antagonists, primary screen, CHO cells, Fluo-8 calcium fluorescence. CHO-hM4 cells, ACh EC80. Muscarinic acetylcholine receptor M4 (Homo sapiens), P08173. inhibition, % at 3 µM. actives 0.73% (n = 360,000);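 active = inhibition above its plate's cutoff, the mean inhibition of sample wells plus 3 SD, cut at about 27% in these data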;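 also: 0% = acetylcholine EC80 with DMSO and 100% = DMSO without agonist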
* marks the source's active call; other numbers are inactive results; x = not tested or not shown.

SMILES | M5 PAM | CRFBP-R2 block | CHRM4 PAM | IDE inh | M5 ag | CRFR2-BP ag | CHRM5 antagonist | CHRM4 agonist | M4 antag
COc1ccc(CCNC(=O)CN2CCN(c3ccccc3Cl)CC2)cc1 | -7 | -12 | -1 | 1 | -5 | -0.1 | 0 | 1 | -1
O=C(NC(c1ccccc1)c1ccccc1)c1ccc(=O)[nH]n1 | -1 | 4 | 1 | 1 | 2 | 0.8 | 7 | 0 | -1
CCOc1ccc(NC(=O)CC2SC(N)=NC2=O)c([N+](=O)[O-])c1 (stereo not given) | 4 | -5 | -3 | 4 | -1 | 21 | 2 | 0 | 5
CCN=C1SC(CC(=O)Nc2ccc(C(F)(F)F)cc2)C(=O)N1CC (stereo not given) | -13 | -27 | -9 | 2 | 6 | -1.1 | 19 | 27 | 19
Cc1cccc(-c2nc3ccccc3c(=O)n2NC(=O)c2ccc([N+](=O)[O-])c(C)c2)c1 | -12 | -16 | -14 | -2 | 4 | 1.3 | 1 | 8 | 6
CC(=O)c1cccc(NC(=O)C2C(c3ccccc3)C2(Cl)Cl)c1 (stereo not given) | -11 | 20 | -4 | 2 | -4 | 4.9 | -6 | 15 | -12
Cc1ccc[n+](CC(=O)Nc2ccc(C)c(C)c2)c1 | 7 | -8 | 0 | 5 | -1 | -1.0 | 0 | 1 | -5
COc1ccc(OC)c(/C=N/NC(=O)C(=O)N/N=C/c2cc(OC)ccc2OC)c1 | -1 | 10 | 8 | 2 | 2 | 0.0 | -1 | 3 | -15
CC1CCN(CC(O)COc2ccc(OCC(O)CN3CCC(C)CC3)cc2)CC1 (stereo not given) | 2 | -5 | -2 | -5 | -9 | 1.3 | 0 | 0 | 5
CCOc1ccccc1C(=O)N[C@H](C(=O)Nc1ccc(OC)c(S(=O)(=O)N2CCOCC2)c1)C(C)C | 3 | 15 | -1 | 2 | -5 | -0.9 | 0 | 0 | -16
CCCCCn1ccc(=N)cc1 | 2 | 7 | 8 | 6 | -13 | 0.8 | -2 | 2 | 6
Cc1cccc2[nH]c3c(=O)n(CCN4CCNCC4)cnc3c12 | 3 | -13 | 10 | 1 | -3 | -1.5 | 1 | 1 | -1
CCN1CCN(Cc2ccc(NC(=O)c3ccc(C)c(NC(=O)c4nccnc4N)c3)cc2C(F)(F)F)CC1 | 1 | -4 | 6 | -2 | -2 | -0.6 | 8 | 3 | 2
COc1ccc(CNS(=O)(=O)c2ccc(-c3ccc(=O)[nH]n3)s2)cc1OC | 4 | 2 | 4 | 8 | 0 | -0.3 | 0 | 1 | 1
Oc1ccccc1-c1cc(C(F)(F)C(F)F)[nH]n1 | -9 | -2 | -7 | 3 | 7 | 4.1 | 5 | 13 | -4
O=C(CCCn1c(=S)[nH]c2ccccc2c1=O)N1CCOCC1 | 17 | -14 | 3 | 1 | -1 | -2.2 | 1 | 2 | 15
COc1ccc(/C=C/C(=O)C(C(N)=O)=C2SCCS2)cc1 | -3 | -38 | -3 | 0 | 0 | -0.7 | 7 | 2 | 2
Cc1cccc(NC(=O)c2ccc(-n3cccn3)c([N+](=O)[O-])c2)c1 | -1 | -27 | 11 | 0 | -1 | 3.0 | 1 | 1 | 4
O=C(CN1CCN(CC(=O)Nc2ccccc2F)CC1)Nc1cccc(F)c1 | -1 | -5 | 2 | x | 0 | 0.4 | 6 | 0 | 0
COc1ccc(S(=O)(=O)N2CCCCC2)cc1NC(=O)c1cccnc1SC | 11 | -3 | 12 | 2 | 0 | 0.6 | 0 | 1 | 8
CC(C)C(=O)Nc1ccc(Cl)cc1-c1nc2ccccc2[nH]c1=O | 2 | -8 | -2 | 4 | -5 | -1.7 | 11 | -1 | 3
O=C(COC(=O)COc1ccccc1)NCCC1=CCCCC1 | -1 | 4 | -3 | -3 | 0 | -1.1 | 4 | 1 | -3
C=C1c2ccccc2S(=O)(=O)N(Cc2ccccc2)C1COCc1ccccc1 (stereo not given) | 5 | -4 | 0 | -1 | -1 | 1.2 | 2 | 1 | 5
O=C(Nc1ccc2c(c1)OCCO2)c1ccco1 | 6 | 16 | -5 | 4 | 0 | -2.0 | -8 | -1 | 7
CCN(CCNC(=O)CCCn1nc(C)n2c(cc3sccc32)c1=O)c1ccccc1 | -5 | 24 | -4 | 3 | 0 | -3.3 | -9 | 10 | -31
CCOc1ccc(NC(=O)c2[nH]c(C)c(C(C)=O)c2C)cc1 | -5 | -27 | -2 | 1 | 3 | 0.8 | -3 | 5 | -9
Cc1c(C=O)c2ccccn2c1C(=O)c1cccs1 | 1 | 1 | 5 | 10 | 2 | 0.0 | 10 | 4 | -9
COc1ccc(C(C(=O)NCc2ccccc2)n2c(=O)c(-c3ccco3)nc3ccccc32)cc1 (stereo not given) | -3 | x | 6 | x | 3 | x | -2 | 6 | -12
Cc1ccc(-n2nc3cc(C)c(NC(=O)c4cccnc4)cc3n2)cc1 | -4 | 14 | 14 | -2 | -1 | 1.7 | 2 | 1 | -6
COc1ccc(NC(=O)COC(=O)C23CC4CC(CC(Cl)(C4)C2)C3)c(OC)c1 | -3 | -3 | 2 | 4 | 0 | 2.0 | 12 | 0 | -3

Profiles, looked up by structure. Screens in order: M5 PAM, CRFBP-R2 block, CHRM4 PAM, IDE inh, M5 ag, CRFR2-BP ag, CHRM5 antagonist, CHRM4 agonist, M4 antag
Results for CC(C)C(=O)Nc1ccc(Cl)cc1-c1nc2ccccc2[nH]c1=O : 2, -8, -2, 4, -5, -1.7, 11, -1, 3
Results for C=C1c2ccccc2S(=O)(=O)N(Cc2ccccc2)C1COCc1ccccc1 (stereo not given) : 5, -4, 0, -1, -1, 1.2, 2, 1, 5
Results for COc1ccc(S(=O)(=O)N2CCCCC2)cc1NC(=O)c1cccnc1SC : 11, -3, 12, 2, 0, 0.6, 0, 1, 8
Results for CCN1CCN(Cc2ccc(NC(=O)c3ccc(C)c(NC(=O)c4nccnc4N)c3)cc2C(F)(F)F)CC1 : 1, -4, 6, -2, -2, -0.6, 8, 3, 2
Results for Cc1cccc(NC(=O)c2ccc(-n3cccn3)c([N+](=O)[O-])c2)c1 : -1, -27, 11, 0, -1, 3.0, 1, 1, 4

Following part.
structure	M5 PAM	CRFBP-R2 block	CHRM4 PAM	IDE inh	M5 ag	CRFR2-BP ag	CHRM5 antagonist	CHRM4 agonist	M4 antag
Cn1c(=O)c2c(-c3ccc(C(C)(C)C)cc3)n(N3CCOCC3)cc2n(C)c1=O	0	3	9	2	2	-1.2	-4	0	3
CN(C)c1cc[n+](CC(=O)N2CCCc3ccccc32)cc1	-3	-6	-10	-3	-8	-1.4	-2	1	6
COc1ccc(CNC(=O)C(=O)N2CCC3(CC2)OCCN3S(=O)(=O)c2ccc(C)cc2)cc1	-7	5	-2	-1	-1	0.7	5	2	-3
COc1ccc(N=C2NC(=O)CS2)c([N+](=O)[O-])c1	9	2	13	-3	-5	2.3	4	0	1
Cc1ccc(NC(=O)OC(C)N2CCCCC2)cc1NC(=O)OC(C)N1CCCCC1 (stereo not given)	4	-3	-1	x	-2	8.4	13	1	-1
COc1cccc(C2=NOC(C(=O)N3CCOCC3)C2)c1 (stereo not given)	-3	5	29*	8	0	-1.0	10	1	9
O=C(CCNC(=O)c1ccccc1Cl)NCc1ccco1	-7	2	12	-2	0	-0.5	2	1	-26
CCn1c(SCC(=O)NC)nnc1C(C)C	6	-4	3	-1	-2	1.0	-8	0	0
CC(=O)c1ccc(NC(=S)NNC(=O)c2ccccc2[N+](=O)[O-])cc1	-2	-6	-6	-1	-2	-1.0	2	0	4
CCn1c(SCC(=O)N2CCC(C)CC2)nc2c1c(=O)n(C)c(=O)n2C	5	-25	9	0	-3	0.5	2	4	-25
Cc1cccc(NC(=O)c2cc3cc([N+](=O)[O-])ccc3s2)n1	8	-2	1	4	3	-1.9	0	3	-9
COc1cccc(N2CCN(Cc3nc4ccccc4c(=O)[nH]3)CC2)c1	3	-26	11	-6	-2	0.8	-10	2	0
Cc1ccccc1NS(=O)(=O)c1ccc(NS(=O)(=O)c2cccs2)cc1	-5	-5	-2	3	2	0.6	9	1	-6
Cc1cc(NC(=O)NC(C(F)(F)F)C(F)(F)F)no1	0	9	-1	3	1	0.2	-2	1	-5
Cc1onc(-c2ccccc2)c1C(=O)OCc1nnc(-c2ccc([N+](=O)[O-])cc2)o1	-20	-8	-1	4	-5	-3.9	16	13	-2

structure	M5 PAM	CRFBP-R2 block	CHRM4 PAM	IDE inh	M5 ag	CRFR2-BP ag	CHRM5 antagonist	CHRM4 agonist	M4 antag
COc1ccc(-c2[nH]c(-c3ccc(C)cc3)nc2SCC(=O)Nc2nccs2)cc1	-9	-43	-6	0	-3	-1.9	17	3	10
CCCC(C)c1nnc(NC(=O)CCS(=O)(=O)c2ccccc2)s1 (stereo not given)	-6	22	-3	-2	1	-0.1	14	2	16
COc1ccc(NC(=O)NCCCN2CCN(c3cc(C)ccc3C)CC2)cc1	-10	16	-3	8	3	-2.0	-2	7	-24
c1ccc(COn2c(-c3ccccc3)nc3c2CCc2nonc2-3)cc1	3	1	3	2	-3	-0.2	8	0	2
Cc1ccc(OCc2nc3ccccc3n2C)cc1	-1	9	0	-2	-6	-1.7	13	-1	9
COc1cccc(NC(=O)CSc2nc3ccccc3nc2N2CCCC2)c1	-9	-12	-5	0	1	3.8	3	1	-2

High-throughput results from PubChem BioAssay.
